All columns: NCI-60 one-dose screen, growth in % after 48 h at 10 µM unless noted; 100 = growth as untreated, 0 = no growth, -100 = all killed.
T-47D = T-47D breast cancer; 5% of 79,000 active; AID 1794792
UACC-257 = UACC-257 melanoma. AID 1794764. 4.4% of 78,000 active
SK-MEL-2 = SK-MEL-2 melanoma; 4.7% of 77,000 active; AID 1794763
SK-MEL-5 = SK-MEL-5 melanoma; 6.4% of 80,000 active
LOX IMVI = LOX IMVI melanoma. 7.4% of 79,000 active. AID 1794757
SK-MEL-28 = SK-MEL-28 melanoma; 4.1% of 81,000 active; AID 1794761
HS 578T = HS 578T breast cancer. 4.1% of 78,000 active
MALME-3M = MALME-3M melanoma; 5.8% of 78,000 active
An asterisk follows results filed as active; / = no result given. Rule for the calls: active = growth percent below 10; inactive = the rest.

SMILES	T-47D	UACC-257	SK-MEL-2	SK-MEL-5	LOX IMVI	SK-MEL-28	HS 578T	MALME-3M
NC(=S)NN=C1CCCCC1	/	73	107	99	78	98	82	92
COC(=O)[C@]12CC[C@@H](C)[C@H](C)[C@@H]1C1=CC[C@@H]3[C@@]4(C)C(c5ncon5)=C[C@@](C)(CO)C4=CC[C@@]3(C)[C@]1(C)CC2	-0.7*	/	-51*	-72*	-94*	/	12	-74*
COc1ccc(/C=N/NC(=O)Cn2nc(Cc3ccc([N+](=O)[O-])cc3)c3onc(C)c3c2=O)cc1	57	88	101	72	76	80	65	84
COc1cccc(CN(CCC(=O)O)Cc2cccc(OC)c2)c1	103	95	110	101	95	104	118	103
CN(C)CC(OC(=O)C(c1ccccc1)c1ccccc1)c1ccccc1 (stereo not given)	79	93	102	101	99	107	102	106
OCc1cnc2ccccc2c1NC1CCCCCC1	65	95	100	60	89	102	90	102
O=C1CCCN1C(O)CCN(Cc1ccc(Cl)cc1)Cc1ccc2c(c1)OCO2 (stereo not given)	93	122	106	114	100	112	110	110
CCCCC1CCc2cccc3c(SCC(=O)N(C)c4ccccc4Br)cc[n+]1c23 (stereo not given)	106	111	107	98	104	109	106	105
COc1ccc(/C=N\NC(=O)c2cnn(CC(O)c3ccccc3)c2N)cc1OCc1ccc(Cl)cc1 (stereo not given)	57	85	93	92	55	71	43	65
CN(C)C(=S)SCc1cccs1	104	/	127	104	104	110	109	106
C/C=C/C1=CN2C(=O)c3cc(OC4OC(C)C(NC)C(C)(O)C4O)c(C)cc3N=C[C@@H]2C1 (stereo not given in full)	-4.6*	-1.6*	28	-51*	-11*	-24*	-7.6*	-43*
Cc1ccc(S(=O)(=O)N/N=C\c2cc(Cl)ccc2O)cc1	86	107	100	100	88	98	91	95

Going on with the list.
SMILES	T-47D	UACC-257	SK-MEL-2	SK-MEL-5	LOX IMVI	SK-MEL-28	HS 578T	MALME-3M
O=C(c1cccnc1)N1CCOCC1	100	89	101	99	98	100	97	99
Nn1c(Nc2ccc(S(N)(=O)=O)cc2)nnc(/C=C/c2c(O)ccc3ccccc23)c1=O	64	92	81	82	79	101	85	89
CCCCCN=C(N)C(N)=NCCCCC	103	99	95	102	100	110	104	97
Cc1ccc2ccccc2c1CSc1ncnc2nc[nH]c12	84	88	87	94	96	102	97	101
COc1ccc2oc(=O)cc(Cn3cc(Cn4cnc5c4c(=O)n(C)c(=O)n5C)nn3)c2c1	94	98	106	99	98	105	98	91
COc1ccccc1NC(=O)Oc1cccc(OC(=O)c2ccccc2)c1	104	92	99	101	104	111	108	100
CC1(C)CC(=O)C(C(C2=C(O)CC(C)(C)CC2=O)c2cc3ccccc3[nH]c2=O)=C(O)C1	98	97	/	111	100	121	112	106
C=C1C(=O)O[C@H]2[C@H]1CC/C(COC(=O)/C=C\C(=O)NCc1ccc(Cn3c(=O)sn(-c4ccccc4)c3=O)cc1)=C\CC[C@@]1(C)O[C@@H]21	68	74	90	106	76	94	90	56
C=C1CCC2C3(C)COC(c4cccc(F)c4)OC3CCC2(C)C1C/C=C1/C(=O)OCC1O (stereo not given)	-5.2*	-29*	-51*	-19*	/	-26*	16	-42*
Cc1cc(Cl)ccc1N1C(=O)c2sc3nc4scc(-c5ccc(F)cc5)c4c(=O)n3c2C1=O	83	94	108	90	95	121	116	117
S=C(/N=C1\NN=C(c2ccccc2)CS1)Nc1ccccc1	77	93	93	104	99	111	97	97
CN(C)CCOc1ccc(C(=O)C2[C@H](c3ccc(Cl)cc3)[C@@H](c3ccccc3)NC23C(=O)Nc2ccc(Br)cc23)cc1 (stereo not given in full)	42	54	54	-16*	-100*	38	59	-50*

(listing goes on)
SMILES	T-47D	UACC-257	SK-MEL-2	SK-MEL-5	LOX IMVI	SK-MEL-28	HS 578T	MALME-3M
COC(=O)/C=C\C=C(\CBr)C(=O)OC	92	98	89	115	98	109	110	106
COc1ccc2nc3c(cc2c1)C(=O)CC(C(F)(F)F)C3 (stereo not given)	41	82	84	31	44	61	/	50
O=[N+]([O-])c1cccc(S(=O)(=O)Nc2ccccc2Cl)c1	/	77	96	97	93	103	100	97
S=c1[nH]c2ccccc2c2[nH]c3ccccc3c12	88	128	107	102	92	103	95	117
CN(C)c1ccc(C(N)C(=O)O)cc1 (stereo not given)	94	73	103	106	97	110	103	96
OCC1CCN(c2ccc3nnc(Cl)n3n2)CC1	96	100	105	96	99	102	90	106
Nc1cccc(OCCOc2cccc([N+](=O)[O-])c2)c1	75	119	80	93	63	102	94	115
O=C(O)[C@H](Cc1ccccc1)N1C(=O)c2ccccc2C1=O	106	117	147	107	99	109	99	129
CCOC(=O)CSc1c([N+](=O)[O-])ncn1C	101	95	95	96	98	93	103	80
COc1ccc(-c2nc(SCC(C)C)nc(Nc3ccc([N+](=O)[O-])cc3)c2C#N)cc1	93	85	105	96	92	107	90	98
N#CC1=C(Oc2ccc(Cl)cc2)NC2c3ccccc3Sc3ccccc3N2C1=N (stereo not given)	71	105	79	77	67	99	96	134
C/C=C(\C)C(=O)N[C@H]1C(O)C[C@]2(C)C3CC[C@@]4(C)C(CC[C@@H]4C(C)N(C)C)C3CCC2C1O (stereo not given in full)	38	15	117	-41*	-26*	-7.4*	71	17

Next section
SMILES	T-47D	UACC-257	SK-MEL-2	SK-MEL-5	LOX IMVI	SK-MEL-28	HS 578T	MALME-3M
CC(=O)OC1/C=C\CC/C=C\C1 (stereo not given)	/	108	109	99	106	111	101	108
Cc1sccc1-c1nnc(-c2c(-c3ccc(F)cc3)nc3ccccn23)o1	91	114	/	89	101	111	112	104
CC1(C)CC(=O)C2(Cc3c(C(C)(C)C)nn(-c4ccccc4)c3N(Cc3ccc4c(c3)OCO4)C2)C(=O)C1	45	82	70	49	64	80	101	111
Cn1[nH]c(=O)[nH]c1=O	99	103	95	100	99	105	109	95
COc1ccc(/C=N/N=C(N)N)cc1S(=O)(=O)O	105	109	118	108	103	110	98	101
CC1OC(O)C(O)C(O)C1O (stereo not given)	/	95	108	101	102	109	102	104
IP(CCCCCCCCCCSc1n(Cc2ccc3ccccc3c2)c(-c2ccccc2)c(-c2ccccc2)[n+]1Cc1ccc2ccccc2c1)(c1ccccc1)(c1ccccc1)c1ccccc1	-57*	-56*	-59*	-98*	-78*	-84*	-30*	-70*
Cc1c(CC(=O)Nc2ccccc2)nnn1-c1ccccc1	101	104	107	101	98	112	102	106
CCN(CC)CCN=c1c(C)nc(C#N)c(N)n1O	88	104	108	99	99	121	100	99
COc1ccc(-c2cnc(-c3ccc(F)cc3)[nH]2)cc1	87	-25*	113	101	6.5*	110	99	288
CC1=C(C)C(=O)C(Nc2ccc3c(c2)OCO3)=C(Br)C1=O	30	94	114	90	77	110	100	112
O=C(Nc1ccc(Cl)cc1)Nn1cnc2ccccc21	95	101	106	115	94	136	91	112
COc1ccc(S(=O)(=O)NC2c3ccccc3CC2O)cc1 (stereo not given)	111	119	109	104	97	112	103	110
CCN(CC)C(=O)NCN1C(=O)c2cccc3cccc(c23)C1=O	84	86	71	100	96	117	93	96
COc1nc(OCCOC(=O)C(=O)c2c[nH]c3ccccc23)ccc1CNCCNC(C)=O	109	105	112	98	101	109	96	92

The list goes on.
SMILES	T-47D	UACC-257	SK-MEL-2	SK-MEL-5	LOX IMVI	SK-MEL-28	HS 578T	MALME-3M
COc1ccc(Nc2nc(/N=C/c3cc(OC)c(OC)c(OC)c3)n[nH]2)cc1	95	104	103	95	90	93	103	99
N#C/C(=C\c1ccc(-c2ccc(Cl)c(Cl)c2)o1)c1ccccc1	57	98	93	88	80	103	75	85
CS(=O)(=O)c1ccc(C(=O)N=Nc2c(O)[nH]c3ccccc23)cc1	113	107	108	101	104	107	117	115
O=C(Nc1ccc(NC(=O)c2ccccc2)c2c1C(=O)c1ccccc1C2=O)c1ccccc1	103	103	94	106	107	122	136	117
COC1=CC(=O)C(OC)=C(O)C1=O	89	97	105	98	100	102	113	98
CCn1c(SCC(=O)Nc2cccc(C(=O)/C=C/c3cccc(O[N+](=O)[O-])c3)c2)nc2ccccc2c1=O	91	102	97	91	61	105	97	97
COc1ccc(N2CCN(c3nc(-c4ccncc4)nc4sc5c(c34)CCCCCC5)CC2)cc1	73	/	/	/	92	105	106	108
Fc1ccc(C(c2ccc(F)cc2)C(Cl)(Cl)Cl)cc1	97	96	104	101	95	112	105	95
CCc1cccc2c3c(sc12)C(c1ccc(F)cc1)C(C#N)=C(N)O3 (stereo not given)	42	74	57	27	15	61	27	76
C=CC(=O)N1CCN(c2cccc(Oc3nccc(Nc4nnc(-c5ccc(Br)cc5)s4)n3)c2)CC1	64	81	55	43	59	67	68	65
CCN(CC)P(=O)(N(CC)CC)N(CCCSC/C=C(\C)CC/C=C(\C)CCC=C(C)C)CCCN1CCN(C)CC1	89	110	118	100	81	107	/	99
C=C(C)CN1C(=O)C(C)S/C1=N/N=C1/SCC(=O)N1C (stereo not given)	102	100	116	99	93	102	92	92
Cn1ccnc1C(=O)/C=C/c1ccc(C(=O)Nc2nc3ccccc3[nH]2)cc1	50	/	85	83	11	90	40	73
Cc1c(-c2csc(-n3nc(-c4ccccc4)cc3-c3ccccc3)n2)no[n+]1[O-]	88	98	96	/	100	102	97	99
O=C(Cc1nc2ccccc2[nH]c1=O)c1cccnc1	/	107	113	91	99	112	84	110

Next part.
SMILES	T-47D	UACC-257	SK-MEL-2	SK-MEL-5	LOX IMVI	SK-MEL-28	HS 578T	MALME-3M
CCO/C=N/C1=C(C#N)C(c2ccc(OC)cc2)c2sc3c(F)cccc3c2O1 (stereo not given)	35	72	33	-23*	32	60	4.0*	60
CCOc1cc2ncc(C#N)c(Nc3ccc(OCc4cccc(F)c4)c(Cl)c3)c2cc1NC(=O)CC1CCSS1 (stereo not given)	-0.1*	65	26	/	-35*	35	56	56
O=C(/C=C/c1c[nH]c2ccccc12)c1ccc(O)c(CN2CCN(c3ccc(F)cc3)CC2)c1	98	115	105	100	96	107	108	101
Cc1cnc(SCc2ccc(Cl)cc2Cl)nc1Nc1ccc(Cl)c(Cl)c1	68	91	88	93	81	111	91	103

16 entries already listed, sorted by number of heavy atoms, low to high.
SMILES	T-47D	UACC-257	SK-MEL-2	SK-MEL-5	LOX IMVI	SK-MEL-28	HS 578T	MALME-3M
COC1=CC(=O)C(OC)=C(O)C1=O	89	97	105	98	100	102	113	98
Fc1ccc(C(c2ccc(F)cc2)C(Cl)(Cl)Cl)cc1	97	96	104	101	95	112	105	95
C=C(C)CN1C(=O)C(C)S/C1=N/N=C1/SCC(=O)N1C (stereo not given)	102	100	116	99	93	102	92	92
N#C/C(=C\c1ccc(-c2ccc(Cl)c(Cl)c2)o1)c1ccccc1	57	98	93	88	80	103	75	85
CS(=O)(=O)c1ccc(C(=O)N=Nc2c(O)[nH]c3ccccc23)cc1	113	107	108	101	104	107	117	115
CCc1cccc2c3c(sc12)C(c1ccc(F)cc1)C(C#N)=C(N)O3 (stereo not given)	42	74	57	27	15	61	27	76
Cc1cnc(SCc2ccc(Cl)cc2Cl)nc1Nc1ccc(Cl)c(Cl)c1	68	91	88	93	81	111	91	103
Cn1ccnc1C(=O)/C=C/c1ccc(C(=O)Nc2nc3ccccc3[nH]2)cc1	50	/	85	83	11	90	40	73
CCO/C=N/C1=C(C#N)C(c2ccc(OC)cc2)c2sc3c(F)cccc3c2O1 (stereo not given)	35	72	33	-23*	32	60	4.0*	60
COc1nc(OCCOC(=O)C(=O)c2c[nH]c3ccccc23)ccc1CNCCNC(C)=O	109	105	112	98	101	109	96	92
O=C(Nc1ccc(NC(=O)c2ccccc2)c2c1C(=O)c1ccccc1C2=O)c1ccccc1	103	103	94	106	107	122	136	117
COc1ccc(N2CCN(c3nc(-c4ccncc4)nc4sc5c(c34)CCCCCC5)CC2)cc1	73	/	/	/	92	105	106	108
C=CC(=O)N1CCN(c2cccc(Oc3nccc(Nc4nnc(-c5ccc(Br)cc5)s4)n3)c2)CC1	64	81	55	43	59	67	68	65
CCn1c(SCC(=O)Nc2cccc(C(=O)/C=C/c3cccc(O[N+](=O)[O-])c3)c2)nc2ccccc2c1=O	91	102	97	91	61	105	97	97
CCOc1cc2ncc(C#N)c(Nc3ccc(OCc4cccc(F)c4)c(Cl)c3)c2cc1NC(=O)CC1CCSS1 (stereo not given)	-0.1*	65	26	/	-35*	35	56	56
CCN(CC)P(=O)(N(CC)CC)N(CCCSC/C=C(\C)CC/C=C(\C)CCC=C(C)C)CCCN1CCN(C)CC1	89	110	118	100	81	107	/	99

Screening data (PubChem)
